TIM10 inh – TIM10 yeast growth inhibition; S. cerevisiae TIM10 strain growth, BacTiter-Glo luminescence, 24 h; inhibition, % at 10 µM; actives 1.4% (n = 330,000);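 active = inhibition of 40% or more at the single tested concentration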;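 note: wild-type TIM10 isogenic control strain grown at permissive 25 °C; 0% = DMSO yeast wells and 100% = minimal medium wells without yeast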
NALP3 yeast inh – blocks the NALP3 inflammasome reconstituted in yeast; Yeast reconstituted NLRP3/ASC/caspase-1, beta-gal luminescence, 24 h; inhibition, % at 10 µM; actives 0.39% (n = 330,000); AID 2825;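 active = inhibition of 50% or more; inactive = inhibition below 50%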;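 note: plate controls were induced DMSO wells for no effect and uninduced yeast grown without galactose for full effect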
mIAP block – blocks mouse intestinal alkaline phosphatase; inhibition, % at 10 µM; purified mouse IAP, CDP-Star luminescence, 30 min; actives 0.2% (n = 330,000);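 active = inhibition of at least 40% at 10 µM in the primary screen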;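 note: plate controls were DMSO with enzyme for no effect and no enzyme wells for full effect; values of inactives mirror those of a sister screen read the other way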
tim10-1 inh – tim10-1 yeast growth inhibition. S. cerevisiae tim10-1 ts strain growth, BacTiter-Glo, 24 h. inhibition, % at 20 µM. actives 2.2% (n = 330,000);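 active = inhibition of at least 40%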;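 note: mutant grown at 25 °C; 0% = DMSO wells with yeast and 100% = wells holding no yeast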
A3G deaminase – blocks human APOBEC3G single-stranded DNA deamination; Q9HC16; recombinant A3G, ssDNA deamination FAM/TAMRA fluorescence; inhibition, % at 20 µM; actives 0.28% (n = 330,000);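 active = inhibition of at least 40% at 20 µM, with no more than 30% in the related APOBEC3A deaminase screen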;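 note: plate controls were DMSO wells with A3G for no effect and wells lacking A3G enzyme for full effect; some compounds called inactive have numbers as strong as hits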
APOBEC3A inh – inhibitors of human APOBEC3A DNA deaminase | recombinant A3A, FAM/TAMRA ssDNA deamination fluorescence | actives 0.41% (n = 330,000) | AID 493011 | inhibition, % at 20 µM;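 active = at least 40% inhibition at 20 µM here, with at most 30% in a related deaminase screen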;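 note: plate controls were A3A with DMSO for no effect and wells lacking A3A enzyme for full effect; some results filed as inactive read as strong as hits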
Target sequence (P31941 whole entry, looked up): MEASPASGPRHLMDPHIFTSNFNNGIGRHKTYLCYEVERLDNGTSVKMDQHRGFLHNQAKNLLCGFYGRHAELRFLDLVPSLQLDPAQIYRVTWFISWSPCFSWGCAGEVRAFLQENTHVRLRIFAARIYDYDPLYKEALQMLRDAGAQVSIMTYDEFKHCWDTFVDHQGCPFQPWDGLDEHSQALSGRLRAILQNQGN
hIAP inh – blocks human intestinal alkaline phosphatase; P09923; purified IAP, CDP-Star luminescence, 30 min; inhibition, % at 10 µM; actives 0.12% (n = 330,000);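 active = inhibition reaching a set limit with compound at 10 µM in the primary screen, cut at about 35% in these data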;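 note: plate controls were DMSO wells with enzyme for no effect and no-enzyme buffer wells for full effect; values of inactives mirror those of a sister screen read the other way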
Target sequence (P09923 whole entry, looked up): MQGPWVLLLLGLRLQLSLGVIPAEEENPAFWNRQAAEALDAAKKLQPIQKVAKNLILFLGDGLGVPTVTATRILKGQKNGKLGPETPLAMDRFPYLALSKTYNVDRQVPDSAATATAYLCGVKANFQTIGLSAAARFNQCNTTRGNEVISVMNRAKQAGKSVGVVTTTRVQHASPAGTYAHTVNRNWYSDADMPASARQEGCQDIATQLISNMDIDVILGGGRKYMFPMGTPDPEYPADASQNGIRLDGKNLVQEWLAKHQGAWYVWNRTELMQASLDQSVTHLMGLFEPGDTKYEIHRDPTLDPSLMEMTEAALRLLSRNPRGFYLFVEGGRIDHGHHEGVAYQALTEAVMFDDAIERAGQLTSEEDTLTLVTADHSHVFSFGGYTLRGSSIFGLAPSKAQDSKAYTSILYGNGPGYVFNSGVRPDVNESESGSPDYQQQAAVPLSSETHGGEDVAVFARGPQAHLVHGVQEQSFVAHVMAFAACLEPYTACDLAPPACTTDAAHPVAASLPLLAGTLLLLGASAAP
beta cell repl – MIN6 beta-cell proliferation induction | actives 0.29% (n = 330,000) | proliferation, % at 10 µM | AID 2380 | MIN6 cells proliferation, ATPlite luminescence, 48 h; cells starved in 0.2% serum; 100% = growth in 10% serum;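 active = compounds whose signal lies at least 3.5 SD above the mean of all wells on their plate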;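 note: 0% = DMSO-treated cells in low-serum medium and 100% = 10% serum control; some compounds called inactive have numbers as strong as hits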
mIAP activ – mouse IAP activation; muIAP, CDP-Star luminescence, 30 min; active compounds read high; 1 = vehicle-only enzyme signal, 0 = enzyme-free wells; activation factor at 10 µM; actives 0.24% (n = 330,000);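 active = activation factor of at least 2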; note: the source names both 10 and 20 µM as test concentration; values of inactives mirror those of a sister screen read the other way
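System: Mouse IAP enzyme | Also added: CDP-Star substrate | Dosing: Compounds dispensed in DMSO | Schedule: 30 min enzyme-substrate-compound incubation at room temperature | Technique: Chemiluminescence readout | Control set: DMSO-only wells and no-enzyme negative control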
* = called active by the depositor. The order is random; 4.6% or so of the library scored in one or more.

Preview (6 entries):
SMILES	TIM10 inh	NALP3 yeast inh	mIAP block	tim10-1 inh	A3G deaminase	APOBEC3A inh	hIAP inh	beta cell repl	mIAP activ
COc1ccc(NC(=O)COC(=O)c2ccc(-n3cnnn3)cc2)cc1Cl	1	10	8	0	-4	32	4	-4	0.92
Cc1nnc(SCc2nc3sc4c(c3c(=O)[nH]2)CCCC4)n(N)c1=O	2	17	14	5	-5	3	9	-3	0.86
CC(C)(C)Nc1nc(Cl)nc(NCCN2CCOCC2)n1	-15	11	5	8	6	5	-2	-2	0.95
C=CCN=C1SCC(=O)N1S(=O)(=O)c1ccccc1	4	-8	-8	23	-6	-6	-1	-1	1.1
COc1ccc(-c2nc(CN3CCN(c4ncnc5ccccc45)CC3)c(C)o2)c(OC)c1	22	7	2	24	-8	-5	-1	-5	0.98
Cc1cccc(N2CCN(S(=O)(=O)c3cccs3)CC2)c1C	34	0	1	28	-14	-7	6	7	0.99

The list itself, repeating the preview:
SMILES	TIM10 inh	NALP3 yeast inh	mIAP block	tim10-1 inh	A3G deaminase	APOBEC3A inh	hIAP inh	beta cell repl	mIAP activ
COc1ccc(NC(=O)COC(=O)c2ccc(-n3cnnn3)cc2)cc1Cl	1	10	8	0	-4	32	4	-4	0.92
Cc1nnc(SCc2nc3sc4c(c3c(=O)[nH]2)CCCC4)n(N)c1=O	2	17	14	5	-5	3	9	-3	0.86
CC(C)(C)Nc1nc(Cl)nc(NCCN2CCOCC2)n1	-15	11	5	8	6	5	-2	-2	0.95
C=CCN=C1SCC(=O)N1S(=O)(=O)c1ccccc1	4	-8	-8	23	-6	-6	-1	-1	1.1
COc1ccc(-c2nc(CN3CCN(c4ncnc5ccccc45)CC3)c(C)o2)c(OC)c1	22	7	2	24	-8	-5	-1	-5	0.98
Cc1cccc(N2CCN(S(=O)(=O)c3cccs3)CC2)c1C	34	0	1	28	-14	-7	6	7	0.99
C=CCNC(=S)N1CCOCC1	-19	12	7	-9	-1	-1	-13	-2	0.93
Cc1ccsc1/C=N/Nc1nc2ccccc2s1	40*	12	4	13	5	2	-33	-5	0.96
CC(=O)Nc1ccc(SCCN2CC[C@@H](C(C)(C)C)CCC2=O)cc1	11	6	1	20	-4	0	-4	-1	0.99
COc1ccc(CCNC(=O)COc2ccc3c(c2)OCO3)cc1	10	20	10	5	-2	3	1	-3	0.9
Cc1ccc(CNC(=O)CS(=O)Cc2nc(-c3ccccc3C)oc2C)cc1 (stereo not given)	-2	12	11	15	6	5	0	-1	0.89
C/C(=N\NC(=O)C1CC1)c1ccc(OC(F)F)cc1	2	24	4	9	-10	-3	3	0	0.96
Cc1ccc(CNC(=O)CCS(=O)(=O)c2cc3c(cc2Cl)NC(=O)CO3)o1	3	-8	13	4	2	-3	2	2	0.87
CC1CN(CC(O)COC2CCC(C(C)(C)C)CC2)CC(C)O1 (stereo not given)	-98	14	-12	-109	-9	-1	-2	-2	1.1
CCCN(Cc1nnc(-c2ccccc2Cl)o1)C(=O)c1cc([N+](=O)[O-])cc([N+](=O)[O-])c1	9	8	3	21	-8	1	9	-5	0.97
OC(COc1ccccc1)CSc1ncn[nH]1 (stereo not given)	3	16	0	1	-5	0	26	-1	1
COc1cccc(C(=O)Nc2nc3ccccc3s2)c1	22	23	5	10	7	-2	-4	-4	0.95
COc1ccc(N2CC(C(=O)Nc3ccc4c(c3)OCO4)CC2=O)cc1 (stereo not given)	7	9	3	1	-6	0	6	-3	0.97
COC(=O)c1ccc(NC(=S)N2CCN(Cc3ccc(Cl)cc3)CC2)cc1	49*	42	5	37	-4	-4	10	-3	0.95
CCCCCCCC1CC(CSC(=N)N)OC1=O (stereo not given)	-2	24	14	-6	-1	2	-28	-3	0.86
COC(=O)c1c(NC(=O)C2C3CCC(C3)C2C(=O)O)sc2c1CCCCC2 (stereo not given)	12	22	2	12	-6	-3	-1	2	0.98
Cc1ccc(CN2CCSc3ccc(C(=O)NC4CCN(Cc5ccccc5)CC4)cc32)cc1	21	25	-3	-4	-2	0	4	-6	1
CCCOP(=O)(OCCC)C1(Nc2ccc(C)cc2)CCCCC1	28	0	7	24	-3	3	-20	-3	0.93
O=C(NCC1CCCCC1)c1ccc(Br)o1	-1	25	0	5	-3	3	15	-3	1
CCCCN(Cc1nc2ccccc2c(=O)[nH]1)C(=O)COc1ccc(F)cc1Cl	5	11	14	13	2	2	-3	-4	0.86

An excerpt from above in order of the A3G deaminase value, smallest number first.
canonical_smiles | NALP3 yeast inh | mIAP block | A3G deaminase | APOBEC3A inh | hIAP inh | mIAP activ
CC(=O)Nc1ccc(SCCN2CC[C@@H](C(C)(C)C)CCC2=O)cc1 | 6 | 1 | -4 | 0 | -4 | 0.99
CCCOP(=O)(OCCC)C1(Nc2ccc(C)cc2)CCCCC1 | 0 | 7 | -3 | 3 | -20 | 0.93
C=CCNC(=S)N1CCOCC1 | 12 | 7 | -1 | -1 | -13 | 0.93

(list continues)
SMILES	TIM10 inh	NALP3 yeast inh	mIAP block	tim10-1 inh	A3G deaminase	APOBEC3A inh	hIAP inh	beta cell repl	mIAP activ
COc1ccc(-c2cc(C(F)(F)F)nc(SCC(=O)NCc3cnn(C)c3C)n2)cc1OC	5	16	1	18	1	2	0	0	0.99
COc1cc(C2C(C(=O)c3ccc(C)o3)=C(O)C(=O)N2CCN2CCOCC2)ccc1OCCC(C)C (stereo not given)	2	14	5	-2	-10	-2	8	-1	0.95
CCCCNC(=O)C(=O)c1ccccc1NC(C)=O	4	15	2	-3	-4	-1	-4	-4	0.98
COc1cccc(Nc2nn3c(=O)c4ccccc4nc3s2)c1	12	16	-14	-26	-3	-2	-10	0	1.1
O=S(=O)(NCCc1ccccc1)c1cccs1	-6	26	-9	9	7	7	-2	-1	1.1
COc1cc(-c2cc(-c3ccccc3)nc(SCC(=O)Nc3nccs3)c2C#N)cc(OC)c1OC	-13	17	0	-31	-9	-4	1	-2	1
CCOc1ccccc1C(C(=O)NC1CCCCC1)N(C(=O)c1csnn1)C1CC1 (stereo not given)	7	25	6	24	-5	-3	-2	0	0.94
O=[N+]([O-])c1cc(S(=O)(=O)N2CCCC2)ccc1NN=C1CCCCC1	-5	9	7	9	-8	0	-47	0	0.93
COc1cccc(N2CCN(CC(=O)c3c(C)[nH]c4ccccc34)CC2)c1	-15	13	-3	-1	-5	0	0	-1	1
COCCn1nnnc1C(c1cccs1)N1CCN(c2cccc(C(F)(F)F)c2)CC1 (stereo not given)	37	12	-8	28	-3	0	9	-1	1.1
COC(=O)c1ccccc1OCCCCN1CC(C)OC(C)C1 (stereo not given)	-18	18	3	-20	-2	-1	-10	1	0.97
CC1CCN(S(=O)(=O)c2ccc(NC(=O)C3CC(=O)N(c4ccccc4)C3)cc2)CC1 (stereo not given)	18	-3	-3	-2	-8	-1	7	0	1
C/C(Cc1ccccc1)=N\NC(=O)CNC(=O)c1ccc(Br)cc1	1	-7	0	1	-5	-2	-8	2	0.99
COc1ccccc1CNC(=O)CC1C(=O)NCCN1C1Cc2ccccc2C1 (stereo not given)	6	2	6	17	-4	0	-21	-2	0.94
CCOc1ccc(-n2c(-c3ccc(Cl)cc3)c[n+]3c2SCC3)cc1	10	2	1	-7	-13	0	-12	-7	0.99
C=C(C)Cn1c(N2CCC(Cc3ccccc3)CC2)nc2c1c(=O)[nH]c(=O)n2C	-54	1	4	-47	-7	-4	11	-5	0.96
O=C(COC(=O)c1ccccc1NC(=O)c1ccco1)Nc1ccc2c(c1)OC(F)(F)O2	-14	10	-4	10	-6	-4	-16	-3	1
Cc1cc(C)nc(Sc2c(F)c(F)c(C(F)(F)F)c(F)c2F)n1	-5	-9	11	1	-9	-4	1	0	0.89
Cc1nc2ccccc2nc1OCC(=O)Nc1ccc2ccccc2c1	-1	17	1	-6	-1	-1	-16	-2	0.99
CN1/C(=C/c2cccc[n+]2C)Sc2ccccc21	12	5	3	14	21	62*	9	-7	0.97
CC1CCCN(C/C=C/c2ccccc2[N+](=O)[O-])C1 (stereo not given)	6	14	5	-18	-6	-5	23	-4	0.95
Cc1c(NC(=O)c2ccc(S(=O)(=O)N3CCOCC3)cc2)c(=O)n(-c2ccccc2)n1C	-5	9	3	8	1	3	0	1	0.97
COc1cccc(CN2CC(C(=O)NC3CCC3)CCC2=O)c1 (stereo not given)	-2	4	-5	-11	-5	2	-9	-2	1.1
COC(=O)C(C)(C)ONC(=O)Nc1ccc(Br)cc1	-5	14	-1	-16	12	-5	-16	-5	1
COc1ccc(-n2nnnc2CNC(=O)C(=O)c2c[nH]c3ccccc23)cc1	-3	11	-1	-4	0	1	-4	-3	1
SMILES	TIM10 inh	NALP3 yeast inh	mIAP block	tim10-1 inh	A3G deaminase	APOBEC3A inh	hIAP inh	beta cell repl	mIAP activ
O=C(CCCC(=O)OCC(Cl)=C(Cl)Cl)Nc1cccc(F)c1	15	31	-1	26	5	3	-4	-1	1
O=[N+]([O-])c1c(Nc2ccccn2)cc(Cl)c2nonc12	95*	39	17	94*	45*	2	10	-4	0.83
C/C(=N\NC(=O)c1cc(Br)ccc1O)c1cccc(NC(=O)c2ccccc2F)c1	-2	15	8	-9	-7	-2	10	-6	0.92
CCOC(=O)C(NC(=O)C1C(C)N1S(=O)(=O)c1ccc(C)cc1)C(=O)OCC (stereo not given)	11	10	-2	3	-5	0	-1	-1	1
COc1ccccc1NC(=O)Nc1ccc(NC(=O)c2ccccc2O)cc1	-5	9	4	-17	-4	0	-4	0	0.96
CS(=O)(=O)N1CCN(C(=O)COc2ccccc2)CC1	-2	1	7	-3	-8	-1	12	-1	0.93
CCCCn1nc(C(=O)Nc2nc3c(s2)CCCC3)c2ccccc2c1=O	37	27	5	26	-2	-2	18	-1	0.95
COCCNC(=O)c1ccc(CS(=O)(=O)c2ccccc2OC)o1	-7	-1	1	4	5	-4	-19	1	0.99
CCc1ccc2[nH]c(=O)c(C(c3nnnn3CC3CCCO3)N3CCCc4ccccc43)cc2c1 (stereo not given)	26	-5	2	25	-9	-2	4	-6	0.98
NC(=S)NNC(=O)c1cccc(Cl)c1	12	20	6	15	17	-2	-4	-3	0.94

Record cards, from the list above. Order of values: TIM10 inh, NALP3 yeast inh, mIAP block, tim10-1 inh, A3G deaminase, APOBEC3A inh, hIAP inh, beta cell repl, mIAP activ
COc1ccc(CCNC(=O)COc2ccc3c(c2)OCO3)cc1 as listed: 10, 20, 10, 5, -2, 3, 1, -3, 0.9
COc1ccc(NC(=O)COC(=O)c2ccc(-n3cnnn3)cc2)cc1Cl as listed: 1, 10, 8, 0, -4, 32, 4, -4, 0.92
NC(=S)NNC(=O)c1cccc(Cl)c1 as listed: 12, 20, 6, 15, 17, -2, -4, -3, 0.94
Cc1ccc(CNC(=O)CCS(=O)(=O)c2cc3c(cc2Cl)NC(=O)CO3)o1 as listed: 3, -8, 13, 4, 2, -3, 2, 2, 0.87
CC(C)(C)Nc1nc(Cl)nc(NCCN2CCOCC2)n1 as listed: -15, 11, 5, 8, 6, 5, -2, -2, 0.95

High-throughput results (PubChem BioAssay)
